Bioassay records from PubChem.
ADAM17 inh = inhibitors of human ADAM17. P78536. inhibition, % at 6.95 µM. 370,000 compounds, 0.83% hits. recombinant ADAM17, EDANS/DABCYL FRET peptide cleavage;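 active means inhibition above the mean of compounds lying between control limits plus 3 SD, set per campaign, cut at about 8.5% in these data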;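 further: 0% = DMSO-only wells as the low control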
FXN GAA850 act = activators of GAA850 frataxin (FXN) promoter; HEK293 lucGAA850 FXN promoter luciferase reporter, 24 h; percent of 10 µM SAHA response; 360,000 compounds, 0.56% hits; AID 540364; activation, % at 6 µM;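 active means activation above the average of all compounds screened plus 3 SD, cutoff fixed separately per campaign, cut at about 7.5% in these data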;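 further: 0% = DMSO wells and 100% = 10 µM SAHA wells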
hcDAF12 agonist = H. contortus DAF-12 activation, primary screen. HEK293 hcDAF-12 lit1-tk-luc reporter, luminescence; 0% DMSO, 100% Δ7-dafachronic acid. 370,000 compounds, 1.4% hits. activation, % at 6.8 µM;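 active means activation above the mean of all tested compounds plus 3 SD, cut at about 5.5% in these data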;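 further: 100% = response to 3 µM Δ7-dafachronic acid high control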
GC-A act = GC-A (human) enzyme activation | P16066 | HEK293 GC-A cells, cGMP TR-FRET, EC30 ANP; 0% at EC30 ANP, 100% saturating ANP | activation, % at 10 µM | 370,000 compounds, 0.14% hits | AID 1671463; in the data active means activation above about 40%
ssDAF-12 act = activators of S. stercoralis DAF-12 nuclear receptor; HEK293 ssDAF-12/GRIP1 lit1-tk-luc reporter, luminescence; % of 3 µM dafachronic acid response; activation, % at 6.8 µM; 370,000 compounds, 1% hits; AID 652126;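 active means activation above the mean over all tested compounds plus 3 SD, cut at about 0.9% in these data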;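 further: 0% = DMSO-only wells and 100% = 3 µM delta7-dafachronic acid wells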
ADAM10 inh = inhibitors of human ADAM10; O14672; recombinant ADAM10, EDANS/DABCYL FRET peptide cleavage, 3 h; inhibition, % at 7 µM; 370,000 compounds, 0.62% hits; AID 720582;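 active means inhibition above a per-campaign cutoff equal to the mean of compounds falling between control-based bounds plus 3 SD, cut at about 20% in these data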;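 further: 0% = DMSO wells while the 100% control is not disclosed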
Target sequence (O14672 214-748 limits assumed): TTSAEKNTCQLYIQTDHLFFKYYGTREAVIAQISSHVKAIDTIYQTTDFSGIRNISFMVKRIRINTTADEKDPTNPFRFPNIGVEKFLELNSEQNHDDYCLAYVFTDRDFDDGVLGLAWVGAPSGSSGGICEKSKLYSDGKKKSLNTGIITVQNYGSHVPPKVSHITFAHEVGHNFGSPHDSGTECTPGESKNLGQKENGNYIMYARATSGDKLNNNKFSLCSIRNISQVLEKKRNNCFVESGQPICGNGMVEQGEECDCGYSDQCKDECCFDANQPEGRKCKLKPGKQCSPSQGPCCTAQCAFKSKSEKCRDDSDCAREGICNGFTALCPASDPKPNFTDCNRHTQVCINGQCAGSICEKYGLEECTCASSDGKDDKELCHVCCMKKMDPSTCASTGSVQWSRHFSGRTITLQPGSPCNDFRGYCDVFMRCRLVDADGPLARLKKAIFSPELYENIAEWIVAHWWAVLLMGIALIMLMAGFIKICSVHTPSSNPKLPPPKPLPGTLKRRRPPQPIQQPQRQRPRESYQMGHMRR
PG9 Ab binder = PG9 antibody binding by small molecule. TR-FRET gp120-PG9 antibody binding. AID 624416. inhibition, % at 6.7 µM. 360,000 compounds, 0.43% hits; in the data active means inhibition above about 8.5%
DAX1 inh-1 = DAX1 (NR0B1) inhibition, primary screen; inhibition, % at 6.8 µM; AID 652010; 370,000 compounds, 1.1% hits; HEK293T StAR-luciferase reporter, SF-1/DAX-1 repression relief;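 active means inhibition above the mean over all tested compounds plus 3 SD, cut at about 3.6% in these data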;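 further: 0% = DAX-1 cells with DMSO and 100% = cells lacking DAX-1 with DMSO; higher inhibition means more luminescence from relief of DAX-1 repression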
DAX1 inh-2 = inhibits human nuclear receptor DAX1; P51843; HEK293 Gal4-DAX1 luciferase reporter, luminescence; inhibition, % at 6.75 µM; 340,000 compounds, 0.99% hits; AID 504766;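 active means inhibition above the mean over all tested compounds plus 3 SD, cut at about 4.2% in these data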;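 further: 0% = DAX1-transfected cells with DMSO and 100% = empty-vector control cells with DMSO; inhibition shows as a rise in luminescence from relieved DAX1 repression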
Target sequence (P51843 207-470 limits assumed): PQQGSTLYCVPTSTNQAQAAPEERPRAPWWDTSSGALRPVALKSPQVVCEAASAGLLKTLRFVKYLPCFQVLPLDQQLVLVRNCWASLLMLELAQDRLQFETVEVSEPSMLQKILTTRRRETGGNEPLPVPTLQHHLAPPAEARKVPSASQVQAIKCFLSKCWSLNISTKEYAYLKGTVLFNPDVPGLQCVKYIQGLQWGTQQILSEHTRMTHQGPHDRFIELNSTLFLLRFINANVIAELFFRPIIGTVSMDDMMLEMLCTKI
hgDAF-12 ag = activates the H. glycines DAF-12 receptor ligand-binding domain. HEK293 GAL4-hgDAF12 UAS-luciferase reporter, agonist luminescence; normalized to butyrate control. activation, % at 6.8 µM. 370,000 compounds, 1.8% hits. AID 687014;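 active means activation above a cutoff set at the mean of all screened compounds plus 3 SD, cut at about 10% in these data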;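 further: 0% = DMSO wells and 100% = sodium butyrate wells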
SMARCA2 activ = increases SMARCA2 function in MMTV reporter cells; MG213 cells, MMTV-luciferase reporter, dexamethasone, overnight; activation, % at 9.1 µM; 370,000 compounds, 1% hits; AID 652017; in the data active means activation above about 7.8%;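 further: 0% = vehicle wells and 100% = reference activator wells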
Starred values were filed as active, the others as inactive.

How did O=C1CCc2cc(S(=O)(=O)N3CCCC3C(=O)N3CCN(c4ccccc4)CC3)ccc2N1 (stereo not drawn) do in these assays?
ADAM17 inh: -4.3; FXN GAA850 act: 0.4; hcDAF12 agonist: -0.7; GC-A act: 1.6; ssDAF-12 act: -1.2; ADAM10 inh: -3.5; PG9 Ab binder: -0.4; DAX1 inh-1: -0.4; DAX1 inh-2: 0.2; hgDAF-12 ag: 3.0; SMARCA2 activ: -2.1

Results for Nc1[nH]c(C(=O)c2ccccc2)c(-c2cccc3ccccc23)c1C(=O)NC1CCCCC1 ?
ADAM17 inh: 0.8; hcDAF12 agonist: 0.4; GC-A act: -6.7; ssDAF-12 act: -0.6; ADAM10 inh: -7.2; PG9 Ab binder: -0.5; DAX1 inh-1: -0.4; hgDAF-12 ag: 0.3; SMARCA2 activ: 3.9

Results for CC(=O)Nc1nnc(-c2ccc(Cl)s2)o1 ?
ADAM17 inh: -10.0; FXN GAA850 act: 0.5; hcDAF12 agonist: -0.3; GC-A act: 0.3; ssDAF-12 act: -1.2; ADAM10 inh: -41.0; PG9 Ab binder: 0.5; DAX1 inh-1: 0.1; DAX1 inh-2: 0.7; hgDAF-12 ag: 1.4; SMARCA2 activ: -1.6

Results for CCCOc1cccc(C(=O)Nc2ccccc2C(=O)N2CCN(C)CC2)c1 ?
ADAM17 inh: -2.4; FXN GAA850 act: -2.1; hcDAF12 agonist: -1.7; GC-A act: 1.2; ssDAF-12 act: -1.2; ADAM10 inh: 2.5; PG9 Ab binder: -2.8; DAX1 inh-1: 1.4; DAX1 inh-2: 0.8; hgDAF-12 ag: 4.4; SMARCA2 activ: -0.9

Results for COC(=O)c1ccccc1OCC(=O)N1CCN(c2ccc(F)cc2)CC1 ?
ADAM17 inh: 1.0; FXN GAA850 act: 5.5; hcDAF12 agonist: -0.2; GC-A act: -4.5; ssDAF-12 act: -1.5; ADAM10 inh: 5.3; PG9 Ab binder: -2.8; DAX1 inh-1: 0.0; DAX1 inh-2: -0.8; hgDAF-12 ag: -1.6; SMARCA2 activ: -1.9

How did O=c1cc(-c2ccccc2O)nc(-c2ccccc2)[nH]1 do in these assays?
ADAM17 inh: 4.9; FXN GAA850 act: -1.4; hcDAF12 agonist: 1.8; GC-A act: 9.9; ssDAF-12 act: -0.8; ADAM10 inh: 6.5; PG9 Ab binder: -1.3; DAX1 inh-1: -0.3; DAX1 inh-2: 0.3; hgDAF-12 ag: -3.1; SMARCA2 activ: -2.5

Results for COc1cccc(C2C(C(=O)Nc3ccccc3)=C(C)N=c3s/c(=C/c4ccc(OCC(=O)O)cc4)c(=O)n32)c1 (stereo not drawn) ?
ADAM17 inh: 2.2; FXN GAA850 act: 0.5; hcDAF12 agonist: -3.5; GC-A act: 1.9; ssDAF-12 act: -1.9; ADAM10 inh: 6.5; PG9 Ab binder: -0.5; DAX1 inh-1: -0.3; DAX1 inh-2: 0.5; hgDAF-12 ag: 0.4; SMARCA2 activ: -0.3

How did O=C(NCc1ccccn1)C(=O)NCC1OCCCN1S(=O)(=O)c1cc(F)ccc1F (stereo not drawn) do in these assays?
ADAM17 inh: 2.0; FXN GAA850 act: 0.1; hcDAF12 agonist: -1.2; GC-A act: -0.5; ssDAF-12 act: -1.1; ADAM10 inh: 3.0; PG9 Ab binder: -0.4; DAX1 inh-1: 0.2; DAX1 inh-2: 0.9; hgDAF-12 ag: 1.2; SMARCA2 activ: -0.8

Results for CCOc1ccccc1NC(=O)CSc1nnc(-c2ccco2)o1 ?
ADAM17 inh: 3.3; FXN GAA850 act: 4.7; hcDAF12 agonist: 1.1; GC-A act: -10.3; ssDAF-12 act: -1.0; ADAM10 inh: -3.1; PG9 Ab binder: -0.4; DAX1 inh-1: 0.9; DAX1 inh-2: 0.9; hgDAF-12 ag: -0.4; SMARCA2 activ: -1.8

How did Cc1ccc(S(=O)(=O)Nc2cccc3c2O[C@H](CN(C)C(=O)Nc2ccc(C(F)(F)F)cc2)[C@@H](C)CN([C@H](C)CO)C3=O)cc1 do in these assays?
ADAM17 inh: 5.2; FXN GAA850 act: -0.4; hcDAF12 agonist: 0.1; GC-A act: -1.3; ssDAF-12 act: -1.2; ADAM10 inh: 10.9; PG9 Ab binder: -0.8; DAX1 inh-1: -1.0; DAX1 inh-2: -1.2; hgDAF-12 ag: 3.8; SMARCA2 activ: -2.5

What do the screens show for `Cc1ccc(C(=O)c2cc3c(cc2[N+](=O)[O-])OCCO3)cc1`?
ADAM17 inh: -0.7; FXN GAA850 act: 2.6; hcDAF12 agonist: 1.1; GC-A act: -0.2; ssDAF-12 act: -0.9; ADAM10 inh: 5.8; PG9 Ab binder: -0.7; DAX1 inh-1: -0.4; DAX1 inh-2: 0.0; hgDAF-12 ag: 3.2; SMARCA2 activ: 0.7

Results for COc1cc(C(=O)OCC(=O)Nc2cc(C)on2)ccc1OCc1ccccc1Cl ?
ADAM17 inh: -2.8; FXN GAA850 act: 0.2; hcDAF12 agonist: -0.4; GC-A act: -0.4; ssDAF-12 act: -1.2; ADAM10 inh: -5.0; PG9 Ab binder: 1.4; DAX1 inh-1: 0.2; DAX1 inh-2: 1.0; hgDAF-12 ag: 0.9; SMARCA2 activ: 1.3

Results for CCN1C(=O)[C@H]2[C@@H](c3ccc(-c4ccc(OC)cc4)cc3)N3CCCC[C@@]3(C(=O)OC)[C@H]2C1=O ?
ADAM17 inh: -2.9; FXN GAA850 act: -0.3; hcDAF12 agonist: -1.2; GC-A act: 1.1; ssDAF-12 act: -1.4; ADAM10 inh: -4.0; PG9 Ab binder: -1.5; DAX1 inh-1: 0.3; DAX1 inh-2: 0.2; hgDAF-12 ag: -0.3; SMARCA2 activ: -0.5

What do the screens show for `CCN(CC)CCn1c(=S)[nH]c2cc(C(=O)N3CC(C)CC(C)C3)ccc2c1=O` (stereo not drawn)?
ADAM17 inh: -9.7; FXN GAA850 act: -0.6; hcDAF12 agonist: 0.2; GC-A act: 1.9; ssDAF-12 act: -1.4; ADAM10 inh: -14.9; PG9 Ab binder: -0.2; DAX1 inh-1: -0.7; DAX1 inh-2: 1.7; hgDAF-12 ag: -0.4; SMARCA2 activ: -3.5

Results for O=C(Nc1ccc(F)cc1)Nc1c(-c2ccc(F)cc2)nc2ncccn12 ?
ADAM17 inh: -9.7; hcDAF12 agonist: 1.0; GC-A act: 2.3; ssDAF-12 act: 1.8*; ADAM10 inh: -37.1; DAX1 inh-1: -0.3; hgDAF-12 ag: 0.8; SMARCA2 activ: -1.2

Results for CN(Cc1ccc(Cl)cc1)C(=O)CNC(=O)C12CC3CC(CC(C3)C1)C2 ?
ADAM17 inh: -0.2; FXN GAA850 act: -1.2; hcDAF12 agonist: -1.4; GC-A act: -1.3; ssDAF-12 act: -2.1; ADAM10 inh: 4.2; PG9 Ab binder: -1.4; DAX1 inh-1: -0.8; DAX1 inh-2: -0.5; hgDAF-12 ag: -3.7; SMARCA2 activ: -2.7

Results for c1cc(CNC2C3CC4CC(C3)CC2C4)ccn1 (stereo not drawn) ?
ADAM17 inh: -1.9; FXN GAA850 act: 1.6; hcDAF12 agonist: -1.4; GC-A act: 1.0; ssDAF-12 act: -2.5; ADAM10 inh: 1.0; PG9 Ab binder: 1.2; DAX1 inh-1: 0.9; DAX1 inh-2: -0.6; hgDAF-12 ag: 0.3; SMARCA2 activ: -1.4

How did CN(C)C(CNC(=O)c1ccc2ccccc2c1)c1ccco1 (stereo not drawn) do in these assays?
ADAM17 inh: -1.7; FXN GAA850 act: 1.9; hcDAF12 agonist: 5.2; GC-A act: 1.7; ssDAF-12 act: -0.7; ADAM10 inh: 0.4; PG9 Ab binder: -0.3; DAX1 inh-1: 0.7; DAX1 inh-2: 0.8; hgDAF-12 ag: 6.0; SMARCA2 activ: 0.7

How did O=C(NCc1ccco1)c1cc([N+](=O)[O-])cc([N+](=O)[O-])c1 do in these assays?
ADAM17 inh: -4.7; FXN GAA850 act: 4.5; hcDAF12 agonist: -0.1; GC-A act: -0.6; ssDAF-12 act: -1.9; ADAM10 inh: 2.6; PG9 Ab binder: 0.2; DAX1 inh-1: -0.8; DAX1 inh-2: 0.0; hgDAF-12 ag: -2.5; SMARCA2 activ: -1.4

Results for CCN1C(=O)[C@H]2[C@H]3CN=C(SC)N3[C@@](CC)(C(=O)OC)[C@H]2C1=O ?
ADAM17 inh: -3.1; FXN GAA850 act: -0.6; hcDAF12 agonist: 0.1; GC-A act: -2.2; ssDAF-12 act: -0.5; ADAM10 inh: -8.7; PG9 Ab binder: 0.9; DAX1 inh-1: 3.0; DAX1 inh-2: 0.1; hgDAF-12 ag: 0.9; SMARCA2 activ: -5.2

How did CC(c1nnc(SCC(=O)Nc2cccnc2Cl)n1Cc1ccccc1)N(C)C (stereo not drawn) do in these assays?
ADAM17 inh: -3.1; FXN GAA850 act: 1.6; hcDAF12 agonist: -2.4; GC-A act: 0.2; ssDAF-12 act: -1.9; ADAM10 inh: 7.2; PG9 Ab binder: 0.1; DAX1 inh-1: 0.4; DAX1 inh-2: 0.7; hgDAF-12 ag: 1.6; SMARCA2 activ: 1.5

What do the screens show for `Cc1c(S(=O)(=O)NCc2ccccc2)c(=O)n(C)c(=O)n1C`?
ADAM17 inh: -4.0; FXN GAA850 act: 2.4; hcDAF12 agonist: -0.9; GC-A act: 3.9; ssDAF-12 act: -1.1; ADAM10 inh: -7.4; PG9 Ab binder: 0.2; DAX1 inh-1: 0.8; DAX1 inh-2: 1.3; hgDAF-12 ag: -3.3; SMARCA2 activ: -0.3

How did CC1CCC(N2CCN(c3ccc([N+](=O)[O-])cc3)CC2)CC1 (stereo not drawn) do in these assays?
ADAM17 inh: -0.8; FXN GAA850 act: -0.2; hcDAF12 agonist: 0.0; GC-A act: 3.2; ssDAF-12 act: -1.6; ADAM10 inh: 9.7; PG9 Ab binder: -4.1; DAX1 inh-1: -1.1; DAX1 inh-2: 0.6; hgDAF-12 ag: -0.5; SMARCA2 activ: -1.5

What do the screens show for `CCOc1cc(/C=N/NC(=O)COc2ccccc2C)ccc1OC(=O)c1cccs1`?
ADAM17 inh: 2.6; FXN GAA850 act: 1.0; hcDAF12 agonist: -1.4; GC-A act: -3.5; ssDAF-12 act: -1.6; ADAM10 inh: 6.3; PG9 Ab binder: 1.0; DAX1 inh-1: -0.8; DAX1 inh-2: -0.3; hgDAF-12 ag: 0.5; SMARCA2 activ: -0.5

What do the screens show for `Cc1ccc(C)n1C(CC(=O)O)c1ccc(C#N)cc1` (stereo not drawn)?
ADAM17 inh: -7.2; FXN GAA850 act: 4.2; hcDAF12 agonist: -0.4; GC-A act: 0.5; ssDAF-12 act: -0.5; ADAM10 inh: -17.4; PG9 Ab binder: -0.7; DAX1 inh-1: 0.2; hgDAF-12 ag: -2.6; SMARCA2 activ: 4.7

How did COc1ccc(CCN2CNc3c(c(=O)n(C)c(=O)n3C)C2)cc1 do in these assays?
ADAM17 inh: -3.9; FXN GAA850 act: 0.2; hcDAF12 agonist: -0.2; GC-A act: -0.6; ssDAF-12 act: -1.3; ADAM10 inh: -10.4; PG9 Ab binder: -1.6; DAX1 inh-1: 1.0; DAX1 inh-2: -1.9; hgDAF-12 ag: -0.7; SMARCA2 activ: 0.5
